Pin1 inhibitor = inhibitors of human Pin1. Q13526. Pin1 FP peptide displacement, HiFluor488, 10 min. Potency, µM (top dose mostly 115 µM), without a hit: top-dose activity, negative = inhibition, actives largely listed as inhibitors. 390,000 tested, 0.009% active. AID 504891; active means well fitted inhibition curve with a large enough effect in the polarisation, with a control signal flat, not every such curve was filed as active; inconclusive means small, poorly fitted or top-dose-only effect, or effect the other way, or a change in a side signal; inactive means no such curve, though single readings can be large or run the other way; the % refers to the polarisation; further: potency means the concentration at half of the fitted maximal effect; on the % scale 0 is the no-effect control and ±100 the full control effect
Target sequence (Q13526 whole entry, looked up): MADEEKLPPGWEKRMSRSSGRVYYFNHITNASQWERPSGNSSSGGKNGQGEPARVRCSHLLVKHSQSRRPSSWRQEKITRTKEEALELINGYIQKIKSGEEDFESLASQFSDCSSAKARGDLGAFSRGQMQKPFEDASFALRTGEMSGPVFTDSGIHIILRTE
USP1-UAF1 inh = USP1/UAF1 (human) deubiquitinase inhibition; Potency, µM (series often up to 57.1 µM), without a hit: at the highest dose activity change, negative = inhibition, hits mostly inhibitors; O94782; 390,000 tested, 0.23% active; recombinant USP1/UAF1, Ub-Rhodamine cleavage fluorescence; further: potency means the concentration at half of the fitted maximal effect; on the % scale 0 is the no-effect control and ±100 the full control effect; nearly all actives have a fitted effect of over 60% in size; inactives centre near -12
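USP1/UAF1 complex at 1 nM was preincubated with compound for 15 min at room temperature, then Ub-Rho substrate (150nM final) was added. Fluorescence (480/540 nm) was read kinetically, 6 reads every 60 seconds.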
TrxR1 substrate = is turned over as a substrate by rat TrxR1; O89049; 390,000 tested, 0.01% active; Potency, µM (titrated, usually from 114 µM), for the others: at the top dose activity change, negative = substrate turnover; purified TrxR1 substrate turnover, NADPH consumption readout; further: potency means the concentration at half of the fitted maximal effect; on the % scale 0 is the no-effect control and ±100 the full control effect; nearly all actives have a fitted effect of over 50% in size
Target sequence (O89049 whole entry, looked up): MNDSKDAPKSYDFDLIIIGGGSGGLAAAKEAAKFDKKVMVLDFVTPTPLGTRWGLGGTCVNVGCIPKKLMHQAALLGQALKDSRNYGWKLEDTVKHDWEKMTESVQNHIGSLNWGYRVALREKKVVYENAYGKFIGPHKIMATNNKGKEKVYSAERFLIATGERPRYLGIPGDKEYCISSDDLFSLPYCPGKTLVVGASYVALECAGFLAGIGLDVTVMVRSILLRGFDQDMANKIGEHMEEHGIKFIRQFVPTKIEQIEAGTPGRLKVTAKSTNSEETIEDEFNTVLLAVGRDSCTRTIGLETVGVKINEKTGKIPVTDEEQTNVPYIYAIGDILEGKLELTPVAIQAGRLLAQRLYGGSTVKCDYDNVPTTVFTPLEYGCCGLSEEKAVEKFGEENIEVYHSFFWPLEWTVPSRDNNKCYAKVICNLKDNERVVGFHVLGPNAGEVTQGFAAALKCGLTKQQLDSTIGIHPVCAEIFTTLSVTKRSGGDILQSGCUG
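Rat TrxR1, dispensed at 90 nM, was prereduced with 400 uM NADPH (final) for 5 min at ~22 deg C, then incubated with compound 15 min before 400 uM selenite. A first-read NADPH fluorescence drop versus no-compound background flagged substrates.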
D2 agonist = agonists of human D2 dopamine receptor | P14416 | HEK293 T-REx D2 cells, calcium flux agonist mode | activation, % at 2 µM | 340,000 tested, 0.53% active;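 active means activation over 3 SD above normal in the single-dose calcium agonist read, cut at about 30% in these data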; further: 0% is about no effect
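HEK293 Trex D2 cells, tetracycline-induced, o/n 30 C 5% CO2; no-wash Ca dye, RT 30–90 min; 10-cycle baseline, 23 nl cpd added, kinetic Ca read 180 s; agonist hits = positive Ca response.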
TRHR PAM = TRH receptor (human) allosteric enhancement; P34981; TRHR cells, fluo-8 calcium fluorescence, EC20 TRH enhancement; enhancement, % at 2 µM; 360,000 tested, 0.66% active; in the data active means enhancement above about 30%; further: 0% is about no effect
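Enhancer read-out: after compound pinning and an initial kinetic agonist-mode read, an EC20 of TRH (10 nM final) was injected and fluo-8 calcium signal (Ex 480/Em 530) followed at 1 s/cycle for 100 cycles in TRHR-expressing cells.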
TRHR agonist = TRH receptor (human) agonism | AID 493084 | activation, % at 2 µM | 360,000 tested, 0.18% active | TRHR cells, calcium flux fluo-8, FDSS agonist mode | P34981; in the data active means activation above about 30%; further: 0% is about no effect
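TRHR-expressing cells loaded with fluo-8 calcium dye; 23 nL library compound pin-transferred, kinetic FDSS fluorescence (Ex 480/Em 530) recorded about 180 s for agonist-induced calcium release, before a 10 nM TRH EC20 addition for potentiator mode.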
IDH1 R132H inh = inhibitors of human mutant IDH1 R132H; Potency, µM (titrated, usually from 76.6 µM), inactives show at the top dose activity change, negative = inhibition, most hits filed as inhibitors; O75874; AID 602179; IDH1-R132H enzyme, NADPH consumption, diaphorase/resazurin fluorescence; 390,000 tested, 0.093% active; further: potency means the concentration at half of the fitted maximal effect; on the % scale 0 is the no-effect control and ±100 the full control effect; nearly all actives have a fitted effect of over 65% in size
Target sequence (O75874 whole entry R132H, stated change not applied): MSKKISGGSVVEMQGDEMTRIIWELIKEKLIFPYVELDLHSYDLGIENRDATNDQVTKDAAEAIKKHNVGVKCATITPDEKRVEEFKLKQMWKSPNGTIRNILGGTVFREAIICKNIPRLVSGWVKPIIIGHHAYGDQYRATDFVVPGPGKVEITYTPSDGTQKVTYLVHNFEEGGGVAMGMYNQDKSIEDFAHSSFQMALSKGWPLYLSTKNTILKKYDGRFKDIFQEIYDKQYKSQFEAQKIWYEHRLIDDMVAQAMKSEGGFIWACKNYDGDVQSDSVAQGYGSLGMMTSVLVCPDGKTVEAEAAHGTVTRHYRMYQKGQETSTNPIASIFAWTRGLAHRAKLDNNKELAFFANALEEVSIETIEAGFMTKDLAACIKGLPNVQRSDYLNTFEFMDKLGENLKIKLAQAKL
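IDH1-R132H (0.5 ug/mL) preincubated 30 min with compound, then NADPH (0.016 mM) and alpha-KG (2 mM) added; 80 min at RT, pH 7.5. Remaining NADPH coupled via diaphorase/resazurin to fluorescence (540/590 nm); concentration-response curves normalized to no-enzyme control.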
D2 antag = antagonizes the human D2 dopamine receptor; 340,000 tested, 2% active; inhibition, % at 10 µM; P14416; HEK293 TREx D2 cells, calcium flux, dopamine EC80; in the data active means inhibition above about 30%; further: 0% is about no effect
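HEK293 T-REx D2 cells, tet-induced, calcium dye no-wash. Cpd pintool add, 180 s kinetic, then EC80 DA, 180 s kinetic. Ca flux read.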
rTrxR1 inhibitor = blocks rat thioredoxin reductase 1; O89049; recombinant rTrxR1, NADPH fluorescence consumption, selenite substrate; Potency, µM (top dose mostly 114 µM), inactives show at the highest dose activity change, negative = inhibition, actives largely listed as inhibitors; 390,000 tested, 1% active; AID 588453; further: potency means the concentration at half of the fitted maximal effect; on the % scale 0 is the no-effect control and ±100 the full control effect; nearly all actives have a fitted effect of over 65% in size
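Rat TrxR1 (90 nM in the dispensed reagent) was pre-reduced with 400 uM NADPH for 5 min at room temperature, then incubated with compound for 15 min. After 400 uM selenite was added, NADPH fluorescence (Ex 340/Em 450 nm) was followed for 8 min.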
Numbers without * were called inactive; ? = inconclusive; . = no result given; [ ] = another dose, or the depositor's remark. Unless noted, the call rests on the fitted dose curve; in most records, active means well fitted inhibition curve with a large enough effect; inconclusive means small, poorly fitted or top-dose-only effect; inactive means no such curve, though single readings can be large or run the other way.

SMILES	Pin1 inhibitor	USP1-UAF1 inh	TrxR1 substrate	D2 agonist	TRHR PAM	TRHR agonist	IDH1 R132H inh	D2 antag	rTrxR1 inhibitor
COc1cccc(N2C(=NC(=O)C3CCCO3)SC3CS(=O)(=O)CC32)c1 (stereo unspecified)	-2%	-16%	4%	0.8	4	-0.4	4%	-16	-3%
COc1ccc(C2C(C(=O)N3CCOCC3)c3ccccc3C(=O)N2c2ccc(OC)cc2)cc1 (stereo unspecified)	-4%	-3%	-7%	0.3	2	0.7	9%	-2	-1%
O=C(Cn1c(=O)c2cccn2c2cccnc21)NCc1ccccc1F	11%	-23%	4%	0.1	5	-0.1	-1%	.	-5%
CN(C)S(=O)(=O)c1ccc(N2CCCC2)c(C(=O)Nc2nc3ccc(F)cc3s2)c1	?	-23%	17%	-0.1	-2	0.1	-4%	9	24%
C/C(=N\NC(=O)c1ccc(Cl)cc1)c1ccc(N2CCOCC2)cc1	-2%	-3%	-14%	-0.3	5	1.7	-3%	-11	-12%
CCCC(NC(=O)CCc1c(C)c2cc3c(-c4ccccc4)coc3cc2oc1=O)C(=O)O (stereo unspecified)	28%	-25%	-1%	0.4	8	-0.1	1%	13	-8%
COc1ccc(OCC(=O)Nc2ccc(N3CCC(C)CC3)cc2)cc1	0%	-21%	5%	-1.0	0	0.5	-2%	-1	17%
COc1ccc(C(=O)Nc2ccccc2C(=O)Nc2ccccn2)cc1	1%	-22%	3%	-1.3	-9	-0.3	6%	-7	3%
O=C(CSc1nnnn1-c1ccccc1)Nc1ncc2c(n1)CC(c1ccccc1)CC2=O (stereo unspecified)	-1%	6%	4%	-1.0	3	-0.1	0%	-1	20%
C/C(CC(=O)Nc1cccc(C(F)(F)F)c1)=N\NC(=O)Cc1ccccc1	-6%	-14%	6%[57.1 µM]	0.1	58*	0.2	-2%	-19	-5%[57.1 µM]
O=C(N/N=C/c1ccc(-c2ccccc2C(=O)O)o1)c1cccs1	?	-24%	-16%	-0.6	-9	0.3	10%	1	?
CCOc1cc(N2CCOCC2)c(OCC)cc1NC(=O)c1ccc(OC)cc1	1%	-15%	4%[57.1 µM]	-0.2	-5	0.0	1%	8	22%[57.1 µM]
CCn1ncc([N+](=O)[O-])c1C(=O)Nc1cc(C)on1	-3%	-6%	-14%	-1.3	-3	-1.0	4%	18	-13%
CCc1cccc(CC)c1NC(=O)/C(C#N)=C/c1ccccc1C(F)(F)F	34%[activator]	-25%	-13%	-0.6	-1	-0.3	1%	-2	-12%
COc1ccc(/C=N/n2cnnc2SCc2ccc(OC)cc2)cc1	1%	7%	-12%	-0.3	3	0.2	9%	4	-13%

Fetched by compound from above:
SMILES	Pin1 inhibitor	USP1-UAF1 inh	TrxR1 substrate	D2 agonist	TRHR PAM	TRHR agonist	IDH1 R132H inh	D2 antag	rTrxR1 inhibitor
CCOc1cc(N2CCOCC2)c(OCC)cc1NC(=O)c1ccc(OC)cc1	1%	-15%	4%[57.1 µM]	-0.2	-5	0.0	1%	8	22%[57.1 µM]
COc1cccc(N2C(=NC(=O)C3CCCO3)SC3CS(=O)(=O)CC32)c1 (stereo unspecified)	-2%	-16%	4%	0.8	4	-0.4	4%	-16	-3%
COc1ccc(/C=N/n2cnnc2SCc2ccc(OC)cc2)cc1	1%	7%	-12%	-0.3	3	0.2	9%	4	-13%

Next section
SMILES	Pin1 inhibitor	USP1-UAF1 inh	TrxR1 substrate	D2 agonist	TRHR PAM	TRHR agonist	IDH1 R132H inh	D2 antag	rTrxR1 inhibitor
C=CCc1c(O)c(CC)cc2c(C)cc(=O)oc12	-4%	-11%	434%[activator]	-0.2	6	-0.1	7%	1	11%
O/N=C\c1ccc(-c2ccccc2)o1	6%	-16%	-14%	-1.2	-5	-0.3	5%	-4	-22%
Cc1ccccc1NC(=O)n1ncc2cc(Cl)ccc21	5%	-17%	-11%	1.1	2	0.6	0%	-2	-10%
Cc1cc2nc3c(c(=O)n2[nH]1)CCCC3	0%	-16%	34%	2.3	-4	0.0	3%	5	-2%
CCOc1ccccc1OCC(=O)Nc1c(C)n(C)n(-c2ccccc2)c1=O	-4%	-12%	0%	0.4	-3	-1.1	0%	4	-4%
CC(=O)c1cccc(NC(=O)N(c2ccccc2)c2ccccc2)c1	3%	-14%	2%[57.1 µM]	-2.2	7	-1.5	6%	20	15%[57.1 µM]
O=C(NC1CC(=O)N(c2ccccc2)C1)c1ccc(S(=O)(=O)N2CCCCC2)cc1 (stereo unspecified)	?	-14%	-3%[57.1 µM]	0.7	-1	0.4	2%	.	7%[57.1 µM]
Cc1ccc(NC(NC(=O)c2cccs2)C(Cl)(Cl)Cl)cc1C (stereo unspecified)	2%	-20%	-12%	1.4	-3	1.8	-5%	9	-13%
O=C(CSc1n[nH]c(-c2ccccc2)n1)N1CCCC1	5%	-12%	-3%	0.1	-2	-0.6	-19%	-7	-1%
CCn1c(SCC(=O)N/N=C(\C)c2ccncc2)nnc1-c1ccccc1	2%	-5%	-5%[57.1 µM]	-1.1	-8	0.3	4%	-9	20%[57.1 µM]
CCO[C@H]1OC(C(=O)N2CCN(Cc3ccccc3)CC2)=C[C@@H](c2cn(C(C)=O)c3ccccc23)[C@@H]1CCCO	2%	-32%	-7%	-0.1	-5	-0.5	-2%[38.3 µM]	5	-14%
Cc1cc(C(=O)O)c(C)n1Cc1ccncc1	1%	-4%	11%[57.1 µM]	-0.3	13	-0.3	0%	7	6%[57.1 µM]
C=CCn1c(SCC(=O)Nc2c(C)cccc2C)nnc1-c1cnccn1	-1%	-19%	9%	1.5	4	-0.1	7%	1	17%
Cc1ccc(Cl)cc1N1CCN(C(=O)COc2ccc(S(=O)(=O)NC(C)C)cc2)CC1	1%	-9%	0%[57.1 µM]	0.0	6	0.4	-3%	-10	11%[57.1 µM]
COc1ccc(OC)c(NC(=O)CSc2nnc(Cc3cccn3C)n2CCc2ccccc2)c1	-10%	-7%	3%	-0.6	2	-0.3	3%	9	15%

SMILES	Pin1 inhibitor	USP1-UAF1 inh	TrxR1 substrate	D2 agonist	TRHR PAM	TRHR agonist	IDH1 R132H inh	D2 antag	rTrxR1 inhibitor
O=C(NCCCn1ccnc1)C(=O)NC1CCCCC1	-5%	-15%	-6%[57.1 µM]	0.0	20	0.2	9%	10	35%[57.1 µM]
NNC(=O)CSCc1nc(-c2ccccc2)cs1	-1%	-17%	-21%[57.1 µM]	0.4	6	0.3	3%	-8	10%[57.1 µM]
O=C(O)CCCNc1c(C(=O)Nc2ccc(Cl)cc2)cc([N+](=O)[O-])cc1[N+](=O)[O-]	-1%	-19%	1%[57.1 µM]	0.0	6	1.1	4%	20	3%[57.1 µM]
O=c1cc(C=NNc2ccc([N+](=O)[O-])cc2)[nH]c(=O)[nH]1	12%	-22%	-6%	.	.	.	4%	.	-15%
Cc1cc(NS(=O)(=O)c2ccc(NC(=O)C(c3ccccc3)c3ccccc3)cc2)no1	-9%	-13%	9%	0.6	-7	0.2	-4%	-12	25%
Cc1ccccc1/C=N/Nc1ccnc2cc(Cl)ccc12	-1%	?	2%	1.0	1	-0.3	-2%	-12	-2%
Cc1nc2nc(SCC(=O)NCCCN3CCCCCC3)nn2c(C)c1Cc1ccccc1	12%	-19%	?	-0.3	14	-0.5	-10%	-6	?
CC(C)c1ccc(NC(=O)Cn2c(=O)n(CCc3ccccc3)c(=O)c3ccccc32)cc1	?	-20%	9%	-0.3	8	0.8	-1%	.	27%
C=CCn1c(=N)n(CC(=O)c2ccc(OC)cc2)c2ccccc21	-3%	-15%	5%	0.6	6	0.6	9%	-5	20%
Cc1ccc(O)c(-c2[nH]ncc2C(=O)c2ccc(Cl)cc2)c1	0%	-26%	-11%	0.9	8	1.0	5%	-8	4%
Cc1ccccc1CSc1nnc(-c2cccs2)n1Cc1ccco1	-2%	-18%	-4%	0.9	-9	-0.5	5%	10	2%[57.1 µM]
CCCn1c(SCC(=O)Nc2cc(S(=O)(=O)N3CCCCC3)ccc2C)n[nH]c1=O	-1%	-11%	-4%	-0.1	-6	0.2	-2%	7	3%
COc1ccccc1N1C(=O)S/C(=C\c2cc(C)n(C)c2C)C1=O	?	-16%	-5%	0.2	-7	-1.0	8%	-3	-29%
COc1ccc(Cl)cc1N(C(C)=O)c1nc(C)cc(C)c1C#N	-6%	-26%	1%	0.2	-4	-0.1	-5%	3	6%
COC(=O)c1ccc(NC(=O)CSc2nc(=O)n3cccc(C)c3n2)cc1	-6%	-6%	-12%	-0.3	5	-0.2	3%	-5	-12%

SMILES	Pin1 inhibitor	USP1-UAF1 inh	TrxR1 substrate	D2 agonist	TRHR PAM	TRHR agonist	IDH1 R132H inh	D2 antag	rTrxR1 inhibitor
CCNS(=O)(=O)c1ccc(CCC(=O)Nc2ccccc2C(=O)OC)cc1	-10%	-20%	1%	-0.4	2	-0.1	5%	-12	17%[11.4 µM]
COc1cccc(-c2ccc(-c3noc(-c4cccs4)n3)c(OC)n2)c1	-1%	-2%	71%[activator]	.	-1	0.6	4%	.	-12%
CC(=O)Nc1ccc(S(=O)(=O)NCC2CCC(C(=O)N3CCCCC3)CC2)cc1 (stereo unspecified)	5%	-11%	4%	0.1	5	1.0	0%	-7	11%
O=[N+]([O-])c1cc(C(F)(F)F)ccc1N1CCC(O)CC1	-1%	-16%	-3%[57.1 µM]	.	4	-2.1	9%	.	3%[57.1 µM]
CCN(CCn1cccn1)C(=O)c1cc(COc2cccc3cccnc23)on1	1%	-31%	6%	0.7	22	-0.4	0%	-16	1%
O=C(c1ccccc1)c1ccc(Oc2ncccn2)cc1	2%	-7%	4%	0.1	-3	-0.3	7%	1	0%
Cn1cc(CN2CCCC(CNC(=O)c3ccc4c(c3)OCO4)C2)c2ccccc21 (stereo unspecified)	-9%	-22%	0%	1.0	8	-1.6	3%	4	-3%
CCc1noc(C)c1C(=O)Nc1nnc(C2CCCCC2)s1	.	.	.	0.0	-4	1.1	.	3	.
CCOc1ccc(NC(=O)C2CCCN(S(=O)(=O)c3c(C)noc3/C=C/N(C)C)C2)cc1 (stereo unspecified)	6%	-4%	-11%	1.0	-2	0.0	3%	.	-2%

Only part of the results is shown; count on the stated rates, not on these rows.
